# Bioassay records deposited in PubChem BioAssay by several laboratories.
# NOD2 inhibition: NOD2 signaling inhibitors, cell-based, luminescence, uHTS, HEK293 (AID 1566); HEK293 NOD2/NF-kB luciferase reporter, luminescence; higher % means a stronger effect; one-dose inhibition, % at 4 µM; EC50 in µM for titrated hits; actives 0.63% (n = 290,000); further: many of its hits are not listed in these tables
# HIV peptide binding: inhibitors of HIV fusion peptide binding, primary screen, biochemical, uHTS, fluorescence dequenching (AID 1986). cell-free peptide binding, fluorescence dequenching, 30 min; higher % means a stronger effect. inhibition, % at 20 µM; hits with a dose series show IC50 in µM. actives 0.3% (n = 290,000); in the data active means inhibition mostly above about 52%, no sharp cut-off; inactive means mostly below about 76%; further: some results filed as inactive read as strong as hits
# AID2073: inhibitors of Mint1-CaV2.2 protein interaction, biochemical, HTRF (AID 2073); HTRF protein-protein interaction, Mint1-CaV2.2; higher % means a stronger effect; Voltage-dependent N-type calcium channel subunit alpha-1B (Homo sapiens); inhibition, % at 20 µM, or IC50 in µM where a hit was titrated; actives 0.19% (n = 290,000); in the data active means inhibition mostly above about 51%, no sharp cut-off; inconclusive means no clear call, values can overlap the other calls; inactive means mostly below about 53%; further: some results filed as inactive read as strong as hits
# KOR beta-arrestin-1: KOR agonists, beta-arrestin recruitment, primary screen, cell-based, luminescence, uHTS (AID 1777); Kappa-type opioid receptor (Homo sapiens); KOR beta-arrestin recruitment, luminescence; higher % means a stronger effect; one-dose activation, % at 10 µM; EC50 in µM for titrated hits; actives 0.02% (n = 280,000); in the data active means activation above about 50%, passing the limit was not always enough; further: a part of the inactive calls stands beside numbers as strong as those of hits
# KOR beta-arrestin-2: KOR antagonists, beta-arrestin recruitment, cell-based, luminescence, uHTS (AID 1778); Kappa-type opioid receptor (Homo sapiens); KOR beta-arrestin recruitment, luminescence, antagonist mode; higher % means a stronger effect; inhibition, % at 10 µM; hits with a dose series show IC50 in µM; actives 0.091% (n = 290,000); further: strong numbers were not always called active
# Yfh1-depleted yeast: enhancers of respiration in Yfh1-depleted yeast, dose response, Friedreich's ataxia, plus single-dose screen (AID 1465); actives 0.074% (n = 220,000); one-dose fold induction at 50 µM; EC50 in µM for titrated hits; S. cerevisiae Yfh1-off respiration, WST-1 reduction, 72 h; higher fold induction means a stronger effect;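 active means fold induction of absorbance versus untreated yeast above a set limit, then at least 30% activation at any dose in follow-up; inconclusive means repeats straddling the limit, or above it without dose testing; inactive means fold induction below the set limit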;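 further: activators that raise dye reduction in frataxin-depleted yeast; strong numbers were not always called active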
# NOD1 NF-kB reporter: NOD1 signaling inhibitors, primary screen, cell-based, luminescence, uHTS (AID 1578). NOD1-driven NF-kB luciferase reporter cells, luminescence; higher % means a stronger effect. inhibition, % at 4 µM, or EC50 in µM where a hit was titrated. actives 1% (n = 290,000); in the data active means inhibition mostly above about 36%, no sharp cut-off; inactive means mostly below about 34%;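 further: HEK-293T reporter cells stimulated with the NOD1 agonist gamma-tri-DAP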
# West Nile virus CPE: West Nile virus antiviral activity, cell-based, CPE readout (AID 1621) | actives 0.02% (n = 290,000) | West Nile virus-infected cells, CPE inhibition; higher % means a stronger effect | CPE inhibition, % at 10 µM; hits with a dose series show IC50 in µM; in the data active means a potency from the dose series; inconclusive means CPE inhibition mostly from about 3.7% at the one dose, without a potency; inactive means the rest, 99 in 100 with CPE inhibition below about 2.2%; further: strong numbers were not always called active
# Dengue-2 NS5 capping: Dengue-2 NS5 methyltransferase inhibitors, primary screen, biochemical, confirmation dose response (AID 588689). Genome polyprotein (Dengue virus type 2 (strain 16681-PDK53)). actives 0.3% (n = 340,000). one-dose inhibition, % at 25 µM; IC50 in µM for titrated hits. Dengue-2 NS5 methyltransferase capping enzyme assay, biochemical; higher % means a stronger effect; in the data active means a potency from the dose series; inconclusive means inhibition above about 29% without an active follow-up result
# Dengue-2 NS5 capping pilot replicate: also measured in Dengue-2 NS5 capping; calls as there; inhibition, %; measured here: pilot screen replicate inhibition
# * hit, by the source's call; i = inactive; ? = inconclusive; · = no result given; [ ] = another dose, or the depositor's remark. Unless noted, no stated cut-off is given here; in the data, active means inhibition above about 50%; inactive means the rest. Only part of the results is shown; rates above refer to the full screens.
SMILES,NOD2 inhibition,HIV peptide binding,AID2073,KOR beta-arrestin-1,KOR beta-arrestin-2,Yfh1-depleted yeast,NOD1 NF-kB reporter,West Nile virus CPE,Dengue-2 NS5 capping,others
CCc1cccc(NC(=O)CCS(=O)(=O)c2ccc3c(c2)NC(=O)CO3)c1,7%,0.7%,9%,-4.8%,-5%,·,-13%,-0.5%,0%,
O=C(CNC(=O)c1ccncc1)Nc1ccc(F)c(F)c1,9%,0.7%,-4%,0.5%,17%,·,-28%,-0.7%,-11%,
COc1ccc(S(=O)(=O)Nc2c(C(=O)O)[nH]c3ccccc23)cc1,11%,4.8%,6%,3.3%,9%,·,-5%,-0.3%,-5%,
CCCOc1ccc(-c2c(C(=O)N/N=C/c3ccc(OCC)cc3)nnn2-c2nonc2N)cc1,0%,2.2%,25%,2.1%,16%,i,-40%,-1.1%,-9%,
S=c1[nH]nc(-c2ccco2)n1-c1ccc(Cl)cc1,-30%,0.1%,1%,·,-2%[20 µM],i,-8%,0.9%,-3%,
O=C(COC(=O)c1ccc(S(=O)(=O)N2CCc3ccccc3C2)cc1)NC(=O)NCc1ccco1,4%,-1.2%,8%,5.7%,1%,i,3%,0.4%,4%,
Cc1cc(C)c2nc(SCC(=O)N(C)C3CCS(=O)(=O)C3)cc(C)c2c1 (configuration not stated),13%,2.9%,14%,-1.6%,0%,i,-8%,-0.7%,6%,
COc1ccc(-c2nc3c(c(SCC(=O)N4CCCC4)n2)COC(C)(C)C3)cc1,15%,1.5%,6%,4.3%,-42%,·,-18%,0.6%,-6%,
COc1ccc(NC(=S)N(CCN2CCOCC2)Cc2cc3cc4c(cc3[nH]c2=O)OCO4)cc1,17%,-1.5%,11%,-4.7%,18%,i,-27%,-0.4%,·,
CN(C(=O)CC1C(=O)NCCN1Cc1ccc2ccccc2c1)C1CCOCC1 (configuration not stated),-10%,1.0%,7%,2.6%,-4%,·,-15%,1.1%,-5%,
CCOC(=O)N=S(=O)(Oc1ccc([N+](=O)[O-])cc1)c1ccc(Cl)cc1 (configuration not stated),2%,-1.6%,-6%,4.5%,-41%,i,-21%,1.1%,-2%,
O=C(Nc1cccc(-c2ccc(N3CCCCC3)nn2)c1)C(F)(F)F,·,-1.0%,15%,0.9%,-19%,·,·,-0.4%,-4%,
COc1ccc(-c2nnc(NC(=O)c3ccc(S(=O)(=O)N(C)CC4CCCO4)cc3)o2)c(OC)c1 (configuration not stated),16%,5.5%,19%,16%,-4%,·,-6%,-0.3%,1%,
CCCn1c2ccccc2c2cnn(CC(=O)NCCN(CC)CC)c(=O)c21,2%,0.6%,?,0.7%,-18%,·,-3%,-0.3%,-3%,
CCOC(=O)c1c(NC(=O)CSc2nc3ccccc3s2)sc(C)c1C,-4%,-0.7%,6%,-2.5%,15%,i,-2%,0.2%,-14%,Dengue-2 NS5 capping pilot replicate=-8.2
COc1ccc(N2CCN(CC(O)COCc3ccccc3)CC2)cc1 (configuration not stated),-30%,-2.2%,-6%,-2.0%,36%,i,22%,-0.8%,-11%,
COc1cc(C(=O)NCc2nc(C)cs2)ccc1OC1CCN(C(C)=O)CC1,5%,0.8%,6%,-0.1%,-15%,·,-3%,0.7%,1%,
CCOC(=O)CNC(=O)OC1CCN2Cc3ccccc3N=C12 (configuration not stated),-3%,-1.2%,-6%,2.9%,-57%,·,-7%,0.4%,-5%,
Cc1ccc2c(N)c(C#N)sc2n1,-2%,-0.6%,2%,1.0%,-7%,i,-6%,0.2%,-2%,
Cc1cc(C)n2nc(SCc3cc(=O)oc4ccc5ccccc5c34)nc2n1,-1%,0.9%,5%,3.0%,-20%,·,-45%,·,·,
S=C(Nc1nc2c(s1)CCCC2)NC1CC1,-20%,-1.5%,-26%,2.3%,16%,·,-58%,-0.9%,-4%,
CCCCCC(O)CCc1n[nH]c(=S)n1-c1ccccc1 (configuration not stated),15%,-2.8%,-4%,-0.3%,31%,i,3%,0.1%,-14%,
CNc1c(NS(=O)(=O)c2ccc(Br)cc2)c(=O)oc2ccccc12,6%,0.9%,5%,-0.2%,-6%,·,-17%,-0.1%,-9%,
CC1Cc2ccccc2N1C(=O)c1nn(C)cc1Br (configuration not stated),13%,0.6%,5%,1.4%,-10%,i,-29%,0.2%,0%,
Cc1ccc(NC(=O)Cn2c([N+](=O)[O-])cnc2C)cc1,20%,0.5%,-4%,·,-37%[20 µM],i,-33%,-0.8%,-3%,
Cc1cc(C)c2nc(-c3ccccn3)cc(C(=O)n3cccn3)c2c1,-23%,2.6%,17%,-3.6%,-54%[20 µM],i,10%,0.1%,2%,
CC(C)(C)C(=O)NC(Nc1cccc2cccnc12)C(Cl)(Cl)Cl (configuration not stated),3%,-2.2%,11%,4.6%,-57%,·,25%,·,-6%,
Cc1c(O)ccc(C(=O)CN2CCN(c3ccc(F)cc3)CC2)c1O,5%,-1.0%,5%,-6.1%,-31%,·,-10%,0.0%,-4%,
Oc1ccc(/C=N/Nc2ncnc3nc[nH]c23)cc1,-5%,-1.2%,7%,1.3%,6%,i,4%,1.0%,1%,
NC(=O)NC(=O)COC(=O)/C=C/c1cccc(Br)c1,20%,1.0%,1%,-0.8%,-11%,i,-28%,0.3%,-3%,
COc1cc2c(-c3ccccc3O)nc3c(c(C)nn3-c3ccccc3)c2cc1OC,14%,-1.2%,13%,12%,-6%,i,-27%,-0.5%,3%,
Cc1cc2c(cc1C)NC(c1c(C)n(C)n(-c3ccccc3)c1=O)C1=C(CC(C)(C)CC1=O)N2 (configuration not stated),-11%,22%,11%,4.7%,-1%,i,·,-0.1%,?,
CC(C)CCn1c(SCC(N)=O)nc2c1c(=O)n(C)c(=O)n2C,4%,2.1%,-1%,6.6%,-73%,i,9%,-0.1%,0%,
COc1cc(/C=N/N(C)C)ccc1OC(=O)c1cccs1,-7%,-1.0%,7%,4.1%,-27%,i,-2%,-0.1%,4%,
CSc1ccc(CNCc2ccco2)cc1,9%,-1.0%,10%,1.0%,2%[20 µM],·,3%,-0.2%,1%,
CCOC(=O)c1c(NC(=O)CNC2CCCc3ccccc32)sc(C(N)=O)c1C (configuration not stated),6%,1.0%,25%,-3.0%,-18%,i,-16%,-1.1%,-9%,
O=C(Nc1cc(S(=O)(=O)N2CCOCC2)ccc1N1CCOCC1)c1cccc(S(=O)(=O)N2CCCCC2)c1,-4%,0.7%,9%,4.4%,10%,i,-13%,-0.3%,1%,
O=C(Nc1ccccc1)N1CCc2ccccc2C1,8%,1.3%,0%,5.0%,-34%,i,-18%,0.0%,-7%,
CCOc1cc2sc(N3CCC(C(=O)NCCCN4CCCC4=O)CC3)nc2cc1Br,11%,0.0%,4%,-2.5%,-9%,·,3%,-0.6%,4%,
COc1ccc(/C=C/C(=O)OC2CCCCC2CN(C)C)cc1 (configuration not stated),14%,-0.1%,-2%,-1.4%,11%,i,2%,-0.3%,0%,
CC(CN1CCCCC1)OC(=O)c1ccco1 (configuration not stated),17%,-0.8%,-3%,-0.4%,23%,·,-24%,-0.6%,-7%,
Cc1ccc(S(=O)(=O)N(CC(=O)Nc2cccc([N+](=O)[O-])c2)C2CCCCC2)cc1,-4%,-1.6%,0%,12%,34%,i,13%,-0.6%,-5%,
O=C(COC(=O)c1cc[n+]([O-])cc1)Nc1ccc(F)c([N+](=O)[O-])c1,4%,8.1%,6%,-2.1%,14%,i,-7%,-0.5%,-3%,
Cc1ccc(CN2CCN(C3CCOCC3)CC2CCO)cc1 (configuration not stated),3%,0.5%,-5%,1.2%,-44%,i,-8%,-0.3%,1%,
CNC(=O)C1CCN(S(=O)(=O)c2c(C)noc2/C=C/N(C)C)CC1,4%,-1.1%,10%,9.9%,19%,·,-22%,-0.2%,-6%,
CCOC(=O)NN1C(=O)c2ccccc2NC1C (configuration not stated),20%,-0.6%,12%,-6.8%,17%,i,-4%,-0.3%,-5%,
Cc1cccc(NC(=O)CSc2nc3[nH]ncc3c(=O)n2-c2ccccc2)c1,15%,-1.3%,-12%,2.0%,-29%,i,-15%,-0.7%,·,
CCC(Cc1ccccc1)NC(=O)CCc1ccccc1 (configuration not stated),-12%,1.1%,2%,1.1%,3%,·,-35%,-0.5%,-2%,Dengue-2 NS5 capping pilot replicate=-5.2
COc1ccc(Cn2c(O)cc(=O)[nH]c2=O)cc1,13%,28%,14%,-6.8%,11%,i,-26%,0.1%,-12%,
COc1ccc(-c2cc(C(F)(F)F)nc(-n3ccnc3C)n2)cc1,10%,-3.4%,16%,-3.2%,23%,i,6%,-0.1%,-10%,
N=c1ccn(CC(=O)c2ccc(-c3ccccc3)cc2)cc1,36%,0.9%,-3%,2.9%,-18%,i,22%,-1.5%,1%,
N#Cc1ccc(N/N=C/c2cn(-c3ccccc3)nc2-c2ccccc2)c([N+](=O)[O-])c1,10%,-1.0%,0%,3.2%,-6%,i,-14%,-1.2%,3%,
O=Cc1c(-c2ccccc2)nc2ccccn12,12%,-1.5%,1%,-0.9%,3%,i,-4%,-0.2%,-5%,
Nc1c(-c2n[nH]c(=S)n2-c2ccc(Cl)cc2Cl)cnn1-c1ccccc1,0%,6.8%,-12%,0.3%,16%,i,-5%,-0.2%,-5%,
CC(=O)Nc1ccc(N2CCCCC2)c(C(=O)Nc2cccc(C)c2)c1,7%,-0.2%,-6%,3.3%,21%,i,3%,-1.3%,1%,
O=C(Nc1nc(C2C3CC4CC(C3)CC2C4)cs1)c1cc2cc([N+](=O)[O-])ccc2oc1=O (configuration not stated),3%,22%,18%,-1.3%,-36%,·,-27%,·,-3%,
CC(=O)C1C(c2cccc([N+](=O)[O-])c2)C2C(C)=NN=C2CC1(C)O (configuration not stated),-1%,-1.1%,0%,-3.8%,-26%,i,-4%,-0.2%,-3%,
Fc1ccccc1OCCCn1ccnc1,10%,-0.8%,4%,-0.1%,-7%[20 µM],·,-14%,0.4%,4%,

# Compounds above that contain a cyano group (two):
SMILES,NOD2 inhibition,HIV peptide binding,AID2073,KOR beta-arrestin-1,KOR beta-arrestin-2,Yfh1-depleted yeast,NOD1 NF-kB reporter,West Nile virus CPE,Dengue-2 NS5 capping,others
Cc1ccc2c(N)c(C#N)sc2n1,-2%,-0.6%,2%,1.0%,-7%,i,-6%,0.2%,-2%,
N#Cc1ccc(N/N=C/c2cn(-c3ccccc3)nc2-c2ccccc2)c([N+](=O)[O-])c1,10%,-1.0%,0%,3.2%,-6%,i,-14%,-1.2%,3%,
